Screening results from PubChem.
MC4R ag barr = MC4R agonists recruiting beta-arrestin, primary screen, cell-based, luminescence, agonist arm of biased-ligand search; activation, % at 8.9 µM; U2OS MC4R beta-arrestin complementation; percent of melanotan II response, DMSO zero; Melanocortin receptor 4 (Homo sapiens), P32245; 0.98% of 360,000 active; AID 540308, 2011;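 active = activation above a per-plate cutoff, the mean activation of sample wells on that plate plus 3 SD, cut at about 8% in these data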
Target sequence (P32245 whole entry, looked up): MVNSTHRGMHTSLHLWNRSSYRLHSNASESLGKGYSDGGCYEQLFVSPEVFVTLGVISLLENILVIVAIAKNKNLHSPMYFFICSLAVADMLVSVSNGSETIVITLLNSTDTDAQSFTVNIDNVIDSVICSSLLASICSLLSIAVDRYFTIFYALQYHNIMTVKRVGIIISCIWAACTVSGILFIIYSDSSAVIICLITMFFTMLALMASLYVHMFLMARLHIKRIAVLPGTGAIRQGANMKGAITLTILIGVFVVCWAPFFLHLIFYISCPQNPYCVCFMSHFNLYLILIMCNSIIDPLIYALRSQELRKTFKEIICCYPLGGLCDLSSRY
aDG glyco act = activators of alpha-DG glycosylation, primary screen, uHTS, Pro5-aDG cells, AlphaScreen | alpha-DG glycosylation AlphaScreen (IIH6); 0% Pro5, 100% B10-LARGE cell signal | activation, % at 10 µM | 0.22% of 360,000 active | AID 624168, 2012;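 active = activation of at least 8% versus controls, or a plate z-score of at least 8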;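 also: Pro5 are CHO cells carrying HIG-tagged alpha-DG that lacks glycosylation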
H9c2 protect = cardioprotection against H2O2-induced cell death, primary screen, uHTS, H9c2 cells, ATPLite luminescence; H9c2 cardiomyocytes, H2O2 injury protection, 2 h; protection from H2O2 cell death, % at 20 µM; 0.63% of 360,000 active; AID 588492, 2011;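 active = compounds giving at least 50% protection of heart cells from peroxide-induced death in the single-dose screen, raw or plate-pattern-corrected value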;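 also: 0% = DMSO wells with peroxide and 100% = DMSO wells without peroxide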
N-glyco inh = increase of ERlucT glycosylation luciferase signal, primary screen, N-linked glycosylation inhibitor project, D54 ERlucT cells, luminescence, set 2; reporter increase, % at 12.5 µM; D54 ERlucT glycosylation luciferase reporter, 24 h; percent of 100 nM tunicamycin response; 0.23% of 360,000 active; AID 588692, 2011;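 active = mean luciferase reporter signal, scaled so untreated is 0 and the glycosylation-blocking control 100, at or above a set limit in every replicate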;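 also: luciferase carries N-glycosylation sites so blocking glycosylation raises the light; 0% = median of neutral control wells and 100% = median of 100 nM tunicamycin wells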
ABHD5-PLIN5 inh = ABHD5-PLIN5 interaction inhibitors, primary screen, cell lysate, split luciferase complementation, luminescence | Perilipin-5 (Homo sapiens) + 1-acylglycerol-3-phosphate O-acyltransferase ABHD5 (Homo … | Split G. princeps luciferase complementation, 4 h | inhibition, % at 4 µM | 0.78% of 360,000 active;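 active = inhibition above the mean inhibition across every tested compound plus 3 SD, cut at about 22% in these data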;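 also: 0% = DMSO only wells and the 100% control is not disclosed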
m5-HT2A agonist = mouse Htr2a agonists via beta-arrestin recruitment, primary screen, cell-based, luminescence. 5-hydroxytryptamine receptor 2A (Mus musculus), P35363. CHO-K1 mHTR2A beta-arrestin complementation; percent of 30 µM serotonin response. activation, % at 7.6 µM. 0.66% of 360,000 active;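 active = activation above a run cutoff, the mean activation of all tested compounds plus 3 SD, cut at about 14% in these data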;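 also: 0% = plate median of compound wells and 100% = 30 µM serotonin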
Target sequence (P35363 whole entry, looked up): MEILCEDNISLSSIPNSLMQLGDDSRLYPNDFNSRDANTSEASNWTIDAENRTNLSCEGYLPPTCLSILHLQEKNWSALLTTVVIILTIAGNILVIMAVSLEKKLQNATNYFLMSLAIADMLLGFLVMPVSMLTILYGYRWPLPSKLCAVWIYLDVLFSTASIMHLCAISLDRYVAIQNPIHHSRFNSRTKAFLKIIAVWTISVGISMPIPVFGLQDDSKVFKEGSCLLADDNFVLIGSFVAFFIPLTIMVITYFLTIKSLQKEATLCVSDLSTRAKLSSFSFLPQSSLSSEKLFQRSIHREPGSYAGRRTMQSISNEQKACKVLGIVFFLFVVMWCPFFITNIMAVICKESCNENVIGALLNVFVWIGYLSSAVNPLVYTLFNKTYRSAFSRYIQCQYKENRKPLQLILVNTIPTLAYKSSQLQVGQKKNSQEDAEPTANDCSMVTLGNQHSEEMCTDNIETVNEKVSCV
ABCB6 inh MLPCN = ABCB6 transporter inhibitors, primary screen, K562-ABCB6 cells, flow cytometry, MLPCN library. ATP-binding cassette sub-family B member 6 (Homo sapiens), Q9NP58. 0.19% of 360,000 active. K562-ABCB6 porphyrin accumulation, 1 h; stronger effect = lower value. fluorescence ratio to DMSO, % at 10 µM;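 active = fluorescence ratio to DMSO below 75%, the collection mean minus 3 SD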;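 also: signal is porphyrin accumulated inside mitochondria; 100% equals median channel fluorescence of DMSO control wells; lower ratio means ABCB6 inhibition with less porphyrin fluorescence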
iPSC survival up = enhancers of single-cell hiPSC survival, primary screen, ATPlite luminescence; 100% = ROCK inhibitor wells, 0% = DMSO; survival enhancement, % at 20 µM; 0.044% of 360,000 active; AID 602274, 2012; in the data active = survival enhancement above about 18%;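 also: cells exposed to compounds for 16 hours before the ATP read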
MC4R antag cAMP = MC4R antagonists of cAMP signaling, primary screen, cell-based, TR-FRET, antagonist arm of biased-ligand search. AID 540295, 2011. inhibition, % at 6.5 µM. MC4R-expressing cells, MTII-stimulated cAMP, LANCE TR-FRET. 0.48% of 360,000 active. Melanocortin receptor 4 (Homo sapiens), P32245;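 active = inhibition above its plate's cutoff, the mean of tested wells on that plate plus 3 SD, cut at about 29% in these data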;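 also: 0% = Melanotan II alone and 100% = Melanotan II plus saturating MCL0020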
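Material: human MC4R-expressing U2OS cells. Probe or stimulus: Melanotan II challenge. Dosing: 6.5 µM single dose. Times: 30-min compound, 1-h challenge, 1-h detection, room temperature. Technique: TR-FRET with Eu-cAMP and labeled anti-cAMP, 671 nm. Replication: singlicate.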
Granule exo inh = LAMP-1 surface exposure blockers, TALL-104 cells – cell-based, flow cytometry, MLPCN library, primary screen; TALL-104 LAMP-1 surface exposure; cells stimulated with thapsigargin and PMA; inhibition, % at 10 µM; 0.66% of 360,000 active; AID 651702, 2012;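 active = inhibition above about 55%, limit read from the data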
Active calls of the source: *; . = not tested or not shown.

SMILES	MC4R ag barr	aDG glyco act	H9c2 protect	N-glyco inh	ABHD5-PLIN5 inh	m5-HT2A agonist	ABCB6 inh MLPCN	iPSC survival up	MC4R antag cAMP	Granule exo inh
CCOC(=O)c1cc(-c2ccc(N3CCOCC3)cc2)nn1-c1ccc(F)cc1F	2.9	0.0	2	-1	4	-1	94	-1.5	12	-5
CCOC(=O)Cn1c(CN2CCN(C(c3ccccc3)c3ccccc3)CC2)nc2c1c(=O)n(C)c(=O)n2C	0.7	2.8	28	-1	6	2	91	-0.2	8	9
COCCn1c(C(C)C)nc2ccccc21	-0.1	0.0	0	2	4	3	95	-0.3	7	-16
COc1ccc(-c2ncncc2-c2ccc(Cl)cc2)c(O)c1	-2.3	0.1	-4	-6	1	0	95	-0.3	2	-3
CCCn1nnc(NC(=O)Cc2ccccc2)n1	-1.7	0.8	-7	1	1	-2	89	1.7	11	4
CCN1C/C(=C/c2sccc2C)c2nc3ccccc3c(C(=O)O)c2C1	-2.1	-0.1	4	0	1	-7	96	-0.5	-14	0
COc1ccc(C(=O)ON=C(C)c2nccs2)cc1	-1.9	-0.2	-28	2	-1	1	97	3.1	-5	-7
O=C(CCS(=O)(=O)c1ccccc1)NNC(=O)COc1ccc(F)cc1	-2.3	0.0	13	0	2	2	95	-0.1	3	0
Cc1cc(C)nc(SCC(=O)N/N=C\C(Br)=C\c2ccccc2)n1	1.3	0.3	-7	0	0	-1	96	-4.9	-10	0
CC(=O)OCC(=O)[C@H]1CC[C@H]2[C@@H]3CC=C4C[C@@H](O)CC[C@]4(C)[C@H]3CC[C@]12C	0.4	1.0	-18	-2	5	-3	96	-1.5	9	-1
COc1cc(-c2ccc3oc(-c4ccsc4)cc(=O)c3c2)cc(OC)c1OC	0.7	-0.2	56*	1	4	2	86	-1.6	22	-3
CC(C)=CC(=O)N1CCCC(N2CCN(c3ccc(F)cc3)CC2)C1 (stereo not drawn)	-0.9	0.0	8	0	7	-4	95	1.7	6	-9

Overlap with the part before: two compounds, then new ones.
SMILES	MC4R ag barr	aDG glyco act	H9c2 protect	N-glyco inh	ABHD5-PLIN5 inh	m5-HT2A agonist	ABCB6 inh MLPCN	iPSC survival up	MC4R antag cAMP	Granule exo inh
COc1cc(-c2ccc3oc(-c4ccsc4)cc(=O)c3c2)cc(OC)c1OC	0.7	-0.2	56*	1	4	2	86	-1.6	22	-3
CC(C)=CC(=O)N1CCCC(N2CCN(c3ccc(F)cc3)CC2)C1 (stereo not drawn)	-0.9	0.0	8	0	7	-4	95	1.7	6	-9
CC1CCC(NC(=O)c2cccc(S(=O)(=O)N3CCN(c4ccc(F)cc4)CC3)c2)CC1 (stereo not drawn)	-4.5	1.8	-15	-3	1	-1	93	-0.4	18	12
CCOC(=O)C1CCN(C(=O)c2sccc2Cl)CC1	-1.1	-0.1	4	0	-6	-1	102	-0.7	-4	0
COc1ccc(/C=N/NC(=O)c2ccc(NS(=O)(=O)c3cccs3)cc2)cc1	0.9	1.7	-9	-1	3	10	98	-0.4	8	6
CNC(=S)N/N=C/c1c(C)nn(-c2cccc(Cl)c2)c1Cl	22*	0.9	-5	0	10	2	91	-1.7	-1	3
CCn1c(CCNC(=O)c2ccc(F)cc2)nc2ccccc21	0.2	-0.1	3	1	-3	0	92	-1.7	9	4
CN1CCC(Oc2ccccc2Sc2ccccc2)CC1	2.7	0.6	10	-2	9	-7	94	-2.4	-5	-1
CC(C)(C)OC(=O)N1CCC(C(=O)Nc2cccc(C(=O)NCCCc3ccccc3)c2)CC1	-1.1	0.2	0	1	-7	-8	91	2.0	10	-2
Cc1c(C(=O)Nc2cc(F)cc(F)c2)cnn1-c1ccccc1	2.6	0.0	-14	-2	-5	0	93	0.1	3	22
Cn1c(=O)c2[nH]c(COc3ccc(C(C)(C)C)cc3)nc2n(C)c1=O	-0.6	1.9	-21	1	-3	0	97	-0.6	1	2
CN(CC(=O)Nc1ccc(F)cc1)C(=O)COc1ccc([N+](=O)[O-])cc1Cl	-0.8	0.3	-11	2	8	0	104	3.6	18	-1
O=C(COc1ccc(Cl)cc1Br)Nc1cccc(S(=O)(=O)N2CCCC2)c1	4.5	-0.1	-5	0	-6	-2	96	1.9	4	-10
Cc1ccc[n+](C(C)C(=O)Nc2ccc(C)c([N+](=O)[O-])c2)c1 (stereo not drawn)	-2.0	0.6	8	1	3	3	99	-1.9	-3	-1
Cc1cc(-c2onc(C)c2C(N)=O)no1	0.6	0.0	8	0	-2	2	101	0.0	-1	1
CC(C)N1CCN(C(=O)c2cccc(Cl)c2)CC1	-1.1	0.1	9	-1	5	3	100	-0.6	11	-5
CCOc1cc(/C=C2\SC(=S)N(C(C(=O)O)c3ccccc3)C2=O)ccc1O (stereo not drawn)	-1.6	-0.2	1	-1	2	-12	139	-0.8	14	10
CSc1cccc(NC(=O)Cn2cnc(S(=O)(=O)N3CCCC3)c2)c1	-0.9	-0.1	5	1	10	2	99	-0.1	-7	-1
CCCc1cc(=O)oc2c(CN3CCN(C)CC3)c(O)ccc12	-1.9	0.0	14	1	6	-6	99	0.0	12	-3
Cc1ccccc1S(=O)(=O)N1C[C@@H]2C(C(=O)C[C@@H]3C(=O)N(C)C(=O)[C@@H]32)[C@@H]1c1ccc(Cl)cc1 (stereo partly drawn)	.	-0.1	.	.	-6	-6	.	.	.	-12
CCc1nnc(SCCSc2nnc(CC)n2N)n1N	0.2	-0.1	6	1	4	4	96	0.1	-5	1
CC1CN(C(C)C)C(C)CC1OC(=O)c1ccccc1 (stereo not drawn)	-0.4	-0.1	3	0	7	4	96	-0.5	-5	9
C[C@H](NC(=O)Nc1ccccc1F)C(=O)O	0.1	-0.1	6	1	-10	-1	97	0.8	7	0
COc1ccccc1CNC(=O)C1CCC(CNS(=O)(=O)c2ccccc2)CC1 (stereo not drawn)	-0.5	0.1	-5	-3	4	-4	103	0.8	0	3
O=C(O)CCC(=O)Nc1ccc(/C=C/C(=O)C2CC2)cc1	-1.4	-0.2	-3	2	7	3	91	-2.1	19	2
CCSc1ccccc1C(=O)N1CCN(Cc2ccc3c(c2)OCO3)CC1	-1.0	0.3	1	-3	-4	-4	100	0.9	-2	-4

Some values from above.
Result of O=C(O)CCC(=O)Nc1ccc(/C=C/C(=O)C2CC2)cc1 under aDG glyco act: -0.2
Result of CCCc1cc(=O)oc2c(CN3CCN(C)CC3)c(O)ccc12 under H9c2 protect: 14

Later entries:
SMILES	MC4R ag barr	aDG glyco act	H9c2 protect	N-glyco inh	ABHD5-PLIN5 inh	m5-HT2A agonist	ABCB6 inh MLPCN	iPSC survival up	MC4R antag cAMP	Granule exo inh
COc1ccc(CNc2ccc(Br)cc2)cc1	2.2	0.2	-13	-9	-4	-5	94	0.1	0	-2
CN(Cc1ccccc1)C1(CNC(=O)CCC(F)(F)F)Cc2ccccc2C1	-0.9	0.0	-3	-5	4	-5	100	-0.5	21	2
N#Cc1c(N)nc2c3c(sc(=N)c2c1N)NC(=O)CC3c1c(F)cccc1Cl (stereo not drawn)	0.3	0.9	8	6	-11	0	97	-2.0	-48	-2
Clc1ccc(N2CCN(c3ccnc(Cl)n3)CC2)cc1	-1.5	0.1	-3	0	4	3	85	-0.5	4	0
CC(=O)c1ccc(NC(=O)CSc2nnc(C3CC3)n2C2CC2)cc1	0.0	0.0	-6	1	11	12	94	-1.6	3	1
Cc1nn(-c2ccccc2)c(N2CCCC2)c1/C=N/O	-1.4	-0.1	-2	-3	0	-3	98	0.4	16	0
COc1ccc(NC(=O)CN2C(=O)NC(C)(c3ccc(C)cc3)C2=O)cn1 (stereo not drawn)	-1.0	0.2	6	0	1	6	88	0.0	2	4
CCN(CC)c1ccc(C(=O)N/N=C/c2ccc(N3CCOCC3)cc2)cc1	27*	-0.1	1	1	-4	0	100	-0.7	-2	-1
CN(C(=O)COC(=O)c1ccccc1C(=O)N1CCN(c2ccccc2)CC1)c1ccccc1	2.6	-0.1	8	1	-3	-4	99	0.5	15	-3
Cc1ccc(CNC(=O)c2cc(-c3ccccc3)nn2CC2CC(c3cccc([N+](=O)[O-])c3)=NO2)cc1 (stereo not drawn)	-0.1	-0.1	11	-3	-2	11	95	-0.6	2	-4
CCOC(=O)c1c(CN2CCCCC2)n(C)c2cc(Br)c(OC)cc12	-0.5	0.5	9	0	2	-3	81	0.8	0	-3
O=C(COc1ccc2c(c1)OCO2)Nc1cccc(F)c1	-0.1	-0.2	-2	-1	1	-4	95	-0.3	6	4
COCCn1nnnc1SCC(=O)N1CCCCC1	0.7	-0.3	11	2	3	6	94	2.1	4	1
O=C1O[C@@H](c2ccccc2)C[C@@H](O)[C@H](O)CCc2ccccc21	.	0.0	.	.	0	-1	97	1.0	.	-4
COc1ccc(C(=O)/C=C/Nc2cccc(C)n2)cc1OC	-2.6	0.4	1	-5	6	4	92	-1.1	2	-8
c1ccc2c(c1)CCN(c1ncnc3c1[nH]c1ccccc13)C2	-2.1	5.6	-37	-6	0	1	100	1.6	9	51
Cc1cc(C(=O)CN2CCC(C)CC2)c(C)n1-c1ccc(F)cc1	-1.3	-0.1	-2	-11	-6	-3	102	-2.5	0	3
O=C(Cc1nc2ccccc2[nH]1)N/N=C/c1ccccc1	-0.2	0.0	-1	1	3	4	104	-3.1	8	-3
CC1CCCCC1NC(=O)CN1C(=O)NC(C)(c2cccc(Br)c2)C1=O (stereo not drawn)	-2.1	0.2	4	0	4	-3	98	-0.4	1	0
CCOC(=O)C(NC(=O)Nc1ncccn1)(Oc1ccccc1)C(F)(F)F (stereo not drawn)	0.9	-0.1	-2	5	4	8	87	3.6	3	4
CCOC(=O)CSc1ncc(OC)c(Sc2ccc(OC)cc2)n1	-1.9	-0.2	10	-1	2	1	93	-0.2	6	6
CSc1nsc(SCC(=O)N2CCc3ccccc32)n1	-0.2	0.1	-6	-2	-3	0	98	-4.4	-3	-1
Cc1cc(F)ccc1NCc1cc2c(cc1[N+](=O)[O-])OCO2	0.1	-0.1	-8	1	3	-1	97	-1.5	0	3
COc1cc(/C(C)=N/N2CCN(c3ccccc3OC)CC2)ccc1O	-0.2	0.0	2	-1	-19	2	96	0.0	4	-2
CNc1nc(Sc2ccccc2)cc(C(F)(F)F)n1	6.6	-0.1	-5	-2	-5	5	96	2.6	-2	1
CC(=O)NCCn1c(SCc2ccc(C)cc2C)nc2ccccc2c1=O	-1.2	0.1	7	-1	5	0	93	-3.8	4	-2
CCN(CC)S(=O)(=O)c1ccc(/C=C/C(=O)OCC(=O)NCc2ccco2)cc1	0.4	0.1	2	0	7	-1	100	-0.4	-4	-4
